APJ ag: activates the human apelin receptor APJ; hit rate 0.11% among 330,000; P35414; activation, % at 20 µM; AID 2520; CHO-K1 APJ PathHunter beta-arrestin, luminescence; 0% DMSO wells, 100% apelin;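 active = activation more than six SD over the plate average, tested at 20 µM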;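 also: 0% = DMSO alone and 100% = apelin-13 at 10 nM; some results filed as inactive read as strong as hits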
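Assay system: engineered CHO-K1 APJ arrestin reporter cells; Amount: 1000 CHO-K1 reporter cells seeded per well; Dosing: one dose, 20 µM compound, 1% DMSO; Times: compound stimulation 90 min at 25 °C, detection 60 min; Measured by: luminescent beta-gal fragment complementation, chemiluminescent substrate; Read-out: APJ–arrestin association signal; Controls: DMSO vs Apelin-13 10 nM.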
ATG4B inh: ATG4B (human) cysteine protease inhibition; ATG4B cleavage of LC3-PLA2, NBD-HPC fluorescence, 1 h; inhibition, % at 8.33 µM; hit rate 0.51% among 340,000; in the data active = inhibition above about 40%
Target sequence (Q9Y4P1 whole entry, looked up): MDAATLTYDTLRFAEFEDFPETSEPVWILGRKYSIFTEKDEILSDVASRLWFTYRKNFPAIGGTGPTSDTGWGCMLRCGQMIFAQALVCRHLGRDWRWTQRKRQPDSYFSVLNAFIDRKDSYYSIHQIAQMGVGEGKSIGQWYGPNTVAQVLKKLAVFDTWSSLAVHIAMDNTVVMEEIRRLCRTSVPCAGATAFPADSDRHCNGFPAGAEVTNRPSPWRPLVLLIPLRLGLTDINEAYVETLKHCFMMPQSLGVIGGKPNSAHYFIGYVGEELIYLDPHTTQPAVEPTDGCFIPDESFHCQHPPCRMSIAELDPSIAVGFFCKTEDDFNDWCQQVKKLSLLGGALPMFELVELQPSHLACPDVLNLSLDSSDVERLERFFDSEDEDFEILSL
UBC13 polyUb: blocks human UBC13 polyubiquitin chain formation. P61088. TR-FRET. inhibition, % at 20 µM. hit rate 0.47% among 330,000. AID 485273; in the data active = inhibition above about 45%, passing the limit was not always enough
CXCR6 inh: blocks human CXCR6 beta-arrestin recruitment; CHO-K1 PathHunter CXCR6 beta-arrestin, luminescence; inhibition, % at 20 µM; hit rate 0.36% among 360,000; AID 602244; in the data active = inhibition above about 34%, passing the limit was not always enough;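 also: antagonist mode with CXCL16 agonist at 10 nM final; 0% = 10 nM CXCL16 with DMSO and 100% = unstimulated wells without agonist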
Target sequence (O00574 whole entry, looked up): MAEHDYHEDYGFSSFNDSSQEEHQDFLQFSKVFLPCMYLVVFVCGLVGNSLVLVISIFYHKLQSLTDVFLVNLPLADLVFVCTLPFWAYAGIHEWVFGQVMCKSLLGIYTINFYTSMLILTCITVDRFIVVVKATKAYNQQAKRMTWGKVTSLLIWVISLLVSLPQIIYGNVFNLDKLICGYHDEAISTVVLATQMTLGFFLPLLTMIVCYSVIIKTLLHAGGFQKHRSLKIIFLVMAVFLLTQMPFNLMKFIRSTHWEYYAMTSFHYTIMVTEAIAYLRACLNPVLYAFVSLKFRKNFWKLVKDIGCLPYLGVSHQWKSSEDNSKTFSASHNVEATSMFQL
EBI2 antag: EBI2 (human) antagonism; P32249; EBI2 beta-arrestin recruitment, luminescence, 7a,25-OHC stimulated; inhibition, % at 5 µM; hit rate 0.81% among 360,000; in the data active = inhibition above about 38%;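 also: enzyme fragment complementation signal reports receptor beta-arrestin coupling in cells; 0% = agonist plus DMSO wells and 100% = wells without agonist; some results beyond the cut were filed as inactive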
Target sequence (P32249 whole entry, looked up, the tested form may be a part): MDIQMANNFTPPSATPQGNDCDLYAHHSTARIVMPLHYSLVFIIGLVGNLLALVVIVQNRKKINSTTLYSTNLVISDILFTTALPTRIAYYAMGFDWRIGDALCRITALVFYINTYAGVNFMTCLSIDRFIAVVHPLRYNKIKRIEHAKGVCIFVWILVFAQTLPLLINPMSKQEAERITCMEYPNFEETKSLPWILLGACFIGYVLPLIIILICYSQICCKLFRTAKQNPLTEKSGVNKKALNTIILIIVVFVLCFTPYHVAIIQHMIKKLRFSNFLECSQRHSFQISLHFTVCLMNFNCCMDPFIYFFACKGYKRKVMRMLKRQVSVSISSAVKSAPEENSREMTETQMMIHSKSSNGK
CCR6 antag: antagonists of human CCR6 receptor | CHO-K1 CCR6 PathHunter beta-arrestin, luminescence, CCL20-stimulated | inhibition, % at 20 µM | hit rate 0.49% among 340,000;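 active = compounds whose inhibition of the agonist-driven luminescence signal at 20 µM reaches about 50%, limit read from the data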;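 also: cells stimulated with CCL20 at 14 nM final; plate controls were DMSO with CCL20 for no effect and DMSO without agonist for full effect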
APJ antagonist: blocks the human apelin receptor APJ; hit rate 0.32% among 330,000; P35414; CHO-K1 APJ beta-arrestin complementation, luminescence; AID 2521; inhibition, % at 20 µM;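 active = inhibition above about 40% at 20 µM, limit read from the data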;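 also: cells challenged with 10 nM apelin-13 agonist together with compound; plate controls were apelin-13 plus DMSO wells for no effect and DMSO wells lacking apelin-13 for full effect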
Gli-Sufu block: antagonists of Gli-Sufu signaling; inhibition, % at 5 µM; Sufu-KO-LIGHT fibroblasts, Gli luciferase reporter luminescence; AID 588413; hit rate 0.74% among 340,000;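 active = inhibition above about 55%, limit read from the data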;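 also: 0% = DMSO-treated cells and 100% = wells with medium but no cells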
Active calls of the source: *; . = no result given. This is a random part of the collection; about 3% have a hit in one of these screens.

SMILES	APJ ag	ATG4B inh	UBC13 polyUb	CXCR6 inh	EBI2 antag	CCR6 antag	APJ antagonist	Gli-Sufu block
CCOc1ccc(CN2CCCC(CNC(=O)c3ccc(F)cc3)C2)cc1CO (centres undefined)	-3	-14	-12	1	-6	1	18	33
O=C(CCCCCN1C(=O)c2ccccc2C1=O)Nc1ccccc1	-1	-9	14	-8	-1	-9	15	-5
CC(NC(=O)CCCc1ccccc1)c1ccncc1 (centres undefined)	0	2	2	6	-16	1	-5	23
Cc1nc(SCc2ccc(OCCC(C)C)cc2)n[nH]1	0	-9	4	-1	0	2	8	-46
CN(C)S(=O)(=O)N1CCN(CC(=O)Nc2ccc(F)cc2)CC1	1	3	-5	-3	-4	-2	7	-1
CCOC(=O)C1=C(c2ccccc2)OC(N)=C(C#N)C1C(C)C (centres undefined)	-1	1	10	9	-9	22	1	-14
Cc1cccc(-n2c(-c3csc4ccccc34)n[nH]c2=S)c1	2	19	8	17	7	16	-9	-7
O=C(Nc1ccccc1N1CCCCC1)c1ccc(Cl)c([N+](=O)[O-])c1	4	23	-10	-2	21	0	-10	9
COC(=O)c1[nH]c2ccc(C)cc2c1NC(=O)CN1CCC(C)CC1	-4	-12	-15	8	11	1	16	2
COC(=O)c1cn(CC(=O)Nc2ccc(OC)cc2)c2ccccc12	-2	4	6	-1	0	-2	1	.
Cc1cccc2cc(C(c3nnnn3CC3CCCO3)N3CCCc4ccccc43)c(=O)[nH]c12 (centres undefined)	1	-4	-9	1	8	9	-7	4
Cc1[nH]c2ccccc2c1/C=N/Nc1nc(N2CCCCC2)nc(N2CCCCC2)n1	-2	0	-3	-9	8	2	-13	2
CC(NCc1cccs1)C(=O)NC1CCCCC1 (centres undefined)	-1	0	2	1	9	9	25	7
O=C(COC(=O)CCCc1nc2ccccc2s1)NC(=O)NCc1ccco1	-2	-2	4	-4	-4	3	18	-2
CC1CCC(C(=O)NC(C(=O)N2CCc3ccccc3C2)C(C)C)CC1 (centres undefined)	0	-5	-7	-4	11	-1	-15	5
O=C(Nc1ccccc1N1CCN(C(=O)c2ccccc2)CC1)c1ccc(Cl)cc1	-2	-2	-2	-4	0	-3	-20	-9
CCCCOCCOCCOCCCC	-2	-1	1	0	1	4	2	17
Cc1ccccc1NCCC(=O)Nc1ccc(Cl)cc1	0	-12	6	-10	7	15	4	-8
O=C1C(Cl)=C(Nc2ccc(O)cc2)C(=O)c2ccccc21	-3	-12	-231	37	9	40	17	8
CC1CCN(C(c2nnnn2CCc2ccccc2)C(C)C)CC1 (centres undefined)	-2	3	4	3	2	10	-12	3
CCN(CC)S(=O)(=O)c1ccc2[nH]cc(C(=O)NCCN3CCCCC3C)c(=O)c2c1 (centres undefined)	2	4	16	-3	-10	7	-4	10
CC(=O)Nc1ccc(C(=O)n2nc(C)cc2C)cc1	-4	-1	21	4	-7	-1	5	-5
Cc1ccccc1C(=O)NC(NC(=O)c1ccccc1C)c1cccc([N+](=O)[O-])c1	2	6	-13	0	-3	10	9	12
COCCN(Cc1nc(-c2ccc(-c3ccccc3)cc2)oc1C)C(C)C	-3	2	6	1	2	26	-16	-57
COc1cc(NC(=O)c2ccnc(N)c2)cc(C(=O)Nc2cccc(C(F)(F)F)c2)c1	-2	-24	39	-4	3	23	7	1
Cc1cccc(NC(=O)NNC(=O)c2c(Cl)c(C)nn2C)c1	0	2	14	-2	-10	-2	-1	7
O=C(COc1ccc(CO)cc1Cl)Nc1ccc(F)cc1	-3	-2	1	-1	-7	15	-16	-11
Cc1cc(C)cc(NC(=S)N(CCN(C)C)C(C)c2cccnc2)c1 (centres undefined)	0	5	-6	-1	3	3	12	50
O=C(Cc1ccccc1)Nc1ccc(NC(=O)c2cccc(Cl)c2)cc1	-3	-4	18	-4	-15	-9	6	-12
C=C(C)CSc1nc2sc3c(c2c(=O)n1-c1ccc(C)cc1)CCN(C)C3	-1	6	2	3	-2	3	7	34
CCc1cccc(OCC(=O)Nc2cc(S(=O)(=O)N3CCOCC3)ccc2N2CCCC2)c1	-6	-11	10	7	-12	10	0	9
COc1ccc(C(=O)O)cc1S(=O)(=O)Nc1cccc(C(F)(F)F)c1	1	-7	0	-8	4	-11	17	-28
COc1cc(C(C)=O)ccc1OCC(=O)Nc1cc(C)on1	0	-5	-8	7	11	-2	-2	-14
Cc1ccc2nnnc(-c3ccccc3)c2c1	-2	-10	5	2	-6	11	5	0
Cc1cc(OCC(=O)c2ccc(F)cc2)ccc1N1C(=O)CCC1=O	0	4	0	0	-21	-16	11	4
CC(=O)NC(=S)Nc1ccc(NC(=S)NC(=O)c2cccs2)cc1	-11	0	-10	23	-5	34	18	-8
COC(=O)c1ccc(N=Nc2c(C)[nH]n(-c3ccccc3)c2=O)cc1	-3	-1	-21	10	2	25	13	3
O=C(CSc1nnc2scc(-c3ccccc3)n12)N1CCN(Cc2ccccc2)CC1	-3	2	2	0	-4	0	10	-4
COC(=O)C(Cc1ccccc1)NC(=O)C(CC(C)C)NC(=O)OC(C)(C)C (centres undefined)	-3	-1	16	6	-5	8	21	-1
Cc1ccc(C(=O)N2CC=C(c3ccccc3)CC2)s1	2	6	8	3	-2	30	-2	32
Cc1c(O)c(CN2CCCCC2)cc2c1oc(=O)c1ccccc12	-1	-2	5	0	-17	1	6	0
COc1ccc(CC(=O)Nc2ccc(-c3nc4cc(C)ccc4o3)c(O)c2)cc1OC	1	-6	1	-13	-5	-1	-14	1
Nc1ncnc2nc(Sc3ccc(Cl)cc3)[nH]c12	2	1	10	4	11	24	4	5
O=C(CN1C(=O)COc2ccc(Cl)cc21)Nc1nccs1	-1	-5	0	-8	7	-4	10	-6
COc1ccc(-n2nnnc2SCC(=O)Nc2ccc(OC)cc2OC)cc1	-1	-2	-10	-16	7	0	-15	-11
CCOc1ccccc1CNC(=O)c1ccc2nc(N3CCOCC3)sc2c1	-2	2	12	4	5	10	-62	9
CCOc1ccc(Cc2n[nH]c(=S)n2Cc2ccccc2)cc1	0	2	-14	-4	0	4	12	-13
Cc1cc(C)n(C(=O)CNC(=O)c2cccs2)n1	1	-13	3	-9	-11	0	24	0
CCCOP(=O)(c1ccc(N(C)C)cc1)C(O)c1c(Cl)cccc1Cl (centres undefined)	-1	-5	2	5	-2	18	-14	-3
CC(=O)c1ccc(S(=O)(=O)N2CCCC(N(C)CCc3ccccc3)C2)cc1 (centres undefined)	-3	-4	2	-4	-3	25	9	28
CCOc1ccccc1/C=C(/C#N)C(N)=O	6	0	0	7	-34	-2	-7	-3
CNCc1c(OCc2ccccc2F)ccc2ccccc12	-2	4	9	-5	-5	16	4	30
CS(=O)(=O)c1ccc(Cl)c(NC(=O)COC(=O)c2ccc(S(=O)(=O)N3CCCC3)cc2)c1	-2	0	4	10	0	0	-2	8
O=C(O)c1cccc(CSc2nnc(-c3ccc(Cl)cc3)o2)c1	1	7	-8	-8	0	2	-17	11
Cc1cccc(NC(=O)CSc2nc3ccccc3o2)c1	10	-8	-5	0	-2	0	3	-4
COc1ccc(-c2noc3c2-c2nc(-c4cccc(C)c4)sc2CC3)cc1	-8	2	25	8	10	23	9	-16
O=C(Oc1ccccc1)N1CCOCC1	-4	-7	5	19	-2	-3	7	23
CCOCCCNC(=S)Nc1cc(C)cc(C)c1	-1	8	-22	-2	-9	8	-21	0
O=C(CCNS(=O)(=O)c1ccccc1C(F)(F)F)N1CCN(c2ccccc2O)CC1	9	-12	-1	-8	-15	13	6	1
O=C(COC(=O)COc1ccc(Cl)cc1Br)NC1CCCCCC1	-2	-1	5	-2	-2	-2	18	5

Continued:
SMILES	APJ ag	ATG4B inh	UBC13 polyUb	CXCR6 inh	EBI2 antag	CCR6 antag	APJ antagonist	Gli-Sufu block
O=C(c1cc2ccccc2o1)c1nc2c(n1O)CCCCC2	-1	7	-17	7	3	-5	6	-18
Cc1ccc(-c2nn(-c3ccccc3)cc2/C=N/O)cc1	-1	0	22	-11	-15	-28	-6	25
CCC(=O)N(CCC(c1ccco1)c1ccccc1OC)Cc1cccs1 (centres undefined)	-7	4	6	8	21	17	15	3
CCN(CC)c1ccc(S(=O)(=O)Nc2cc(Cl)ccc2Cl)cc1NC(=S)NC(=O)C1CCCC1	-1	35	10	7	2	13	4	11
O=C(NCc1cccnc1)c1ccc(COc2ccc3c(c2)CCC3)o1	-1	7	7	-4	-4	19	3	-27
CCCCCn1c(=O)c2ccccc2n2c(CCl)nnc12	-4	1	0	17	-6	11	-6	2
COC(=O)c1cc(OC)c(OC)cc1NC(=O)Nc1ccccc1OC	-2	-11	7	7	-6	3	-3	5
COc1nc(N(C)C)nc(N(C#N)S(=O)(=O)c2ccc(C)cc2)n1	0	5	-5	-3	1	-18	21	16
COC(=O)[C@@H](NC(=O)Nc1ccc(S(N)(=O)=O)cc1)C(C)C	7	5	-6	-13	-15	2	-12	0
Clc1cc(Cl)c(OCCCCn2cncn2)c(Cl)c1	0	4	6	-5	0	1	6	0
COc1cc(CN2CCSCC2)cc(OC)c1OC	-2	-1	3	6	-3	-9	5	8
Cc1cc2oc(=O)cc(CN3CCN(Cc4ccccc4)CC3)c2cc1C	-1	4	-5	3	15	16	0	0
Cn1c(CNS(=O)(=O)c2ccc(Cl)cc2)n[nH]c1=S	1	-15	-6	-2	-5	4	1	2
O=[N+]([O-])c1cccc(/C=C/c2nc[nH]c2[N+](=O)[O-])c1	1	3	-10	18	2	25	5	2
CC(C)(C)C1CCc2onc(C(=O)Nc3ccc(F)cc3F)c2C1 (centres undefined)	1	12	-4	-11	19	13	5	.
O=c1c2ccccc2nc(-c2cccc(Cl)c2)n1O	-2	-2	12	9	0	3	13	-4
CCOC(=O)CCCCC(=O)NC(CO)C(=O)NC (centres undefined)	-1	5	8	-8	-9	0	14	1
Cn1c(CSCc2ccc(F)cc2)n[nH]c1=S	1	-3	1	-2	5	-17	7	-2
Cc1ccc(S(=O)(=O)N2CCCN(S(=O)(=O)c3ccc(C)c(C)c3)CC2)cc1C	-3	-6	8	0	15	16	-2	20
CC(=O)c1ccc(NC(=O)C(C)OC(=O)C2CCN(c3ccc(C(F)(F)F)cn3)CC2)cc1 (centres undefined)	-1	-5	0	-13	20	15	-37	-9

Looked up by structure from the list above, 7 records:
SMILES	APJ ag	ATG4B inh	UBC13 polyUb	CXCR6 inh	EBI2 antag	CCR6 antag	APJ antagonist	Gli-Sufu block
COc1nc(N(C)C)nc(N(C#N)S(=O)(=O)c2ccc(C)cc2)n1	0	5	-5	-3	1	-18	21	16
CCOC(=O)CCCCC(=O)NC(CO)C(=O)NC (centres undefined)	-1	5	8	-8	-9	0	14	1
CCC(=O)N(CCC(c1ccco1)c1ccccc1OC)Cc1cccs1 (centres undefined)	-7	4	6	8	21	17	15	3
O=c1c2ccccc2nc(-c2cccc(Cl)c2)n1O	-2	-2	12	9	0	3	13	-4
CC(=O)c1ccc(NC(=O)C(C)OC(=O)C2CCN(c3ccc(C(F)(F)F)cn3)CC2)cc1 (centres undefined)	-1	-5	0	-13	20	15	-37	-9
Cc1ccc(-c2nn(-c3ccccc3)cc2/C=N/O)cc1	-1	0	22	-11	-15	-28	-6	25
O=C(c1cc2ccccc2o1)c1nc2c(n1O)CCCCC2	-1	7	-17	7	3	-5	6	-18

Carrying on:
SMILES	APJ ag	ATG4B inh	UBC13 polyUb	CXCR6 inh	EBI2 antag	CCR6 antag	APJ antagonist	Gli-Sufu block
CNC(=S)NNC(=O)CNc1ccc(C)c(Cl)c1	-2	2	-6	-2	-15	-3	4	28
O=C(Cc1ccc(Cl)cc1)N1CCOCC1	0	3	1	-7	-3	17	9	0
CCOP(=O)(OCC)/C(=N/OC(=O)c1ccccc1C)C(N)=O	-2	-2	-10	-12	-11	7	2	6
CC12CCC(=O)N1C(C(=O)OCC(=O)Nc1cccc(Br)c1)CS2 (centres undefined)	0	-7	-10	0	5	-6	-10	-25
CCCSc1nc(C)c2cc(C)cc(C)c2n1	3	-6	6	-2	10	2	10	-3
